PPC-1+TRAIL kill = compounds killing PPC-1 cancer cells with TRAIL present (potentiator screen, no TRAIL-free arm); 0.41% of 220,000 active; cell killing (% activity), % at 4 µM; AID 1443; PPC-1 cells + TRAIL, ATPLite viability luminescence;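 active = cell killing above 50% in the first pass at 4 µM, then a duplicate retest at 5 µM averaging 50% or more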;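 note: plate controls were cells with TRAIL plus DMSO for no effect and medium-only wells lacking cells for full effect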
Wee1 degr inh = inhibitors of human Wee1 degradation; HeLa Luc-Wee1K328M stability, luciferase luminescence; 100% = proteasome inhibitor MG132 effect; AID 1321; reporter increase, % at 5 µM; 1.2% of 220,000 active;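 active = activation above the mean of all tested compounds plus 3 SD, set per screening run, cut at about 8.8% in these data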;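 note: cells exposed to compound for 20 h before luminescence read; 0% = DMSO alone and 100% = MG132 at 30 µM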
TRPML3 agonist = agonists of human TRPML3 channel; 0.29% of 220,000 active; HEK293 TRPML3-YFP, Fluo-8 calcium fluorescence; 100% = the carbachol control signal; activation, % at 3 µM;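 active = activation above its plate's cutoff, the mean activation of the plate's test wells plus 3 SD, cut at about 12% in these data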;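 note: 0% = DMSO only wells and 100% = carbachol wells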
Target sequence (Q8TDD5 whole entry, looked up): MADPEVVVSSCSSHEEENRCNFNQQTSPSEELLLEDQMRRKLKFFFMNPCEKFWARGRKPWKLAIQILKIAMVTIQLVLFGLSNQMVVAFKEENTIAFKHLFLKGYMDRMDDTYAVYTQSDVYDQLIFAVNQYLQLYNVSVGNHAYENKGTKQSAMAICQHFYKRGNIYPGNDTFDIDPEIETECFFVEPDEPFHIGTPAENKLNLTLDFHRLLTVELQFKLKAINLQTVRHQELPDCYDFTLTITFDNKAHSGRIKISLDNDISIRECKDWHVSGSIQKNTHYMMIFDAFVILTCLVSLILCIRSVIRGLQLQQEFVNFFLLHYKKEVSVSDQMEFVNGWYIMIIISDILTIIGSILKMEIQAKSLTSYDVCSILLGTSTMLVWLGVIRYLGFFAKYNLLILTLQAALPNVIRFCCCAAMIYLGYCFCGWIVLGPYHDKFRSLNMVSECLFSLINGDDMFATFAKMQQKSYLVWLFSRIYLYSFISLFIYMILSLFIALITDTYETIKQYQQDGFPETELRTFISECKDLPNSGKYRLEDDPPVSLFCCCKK
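Material: HEK293 cells stably carrying human TRPML3-YFP; compound dosing: single dose, 3 µM final nominal compound, 0.3% DMSO final; incubation: 1-h 37 °C dye load, 5-s basal, 120-s post-compound reads; technique: Fluo-8 intracellular calcium fluorescence, excitation 470-495 nm, emission 515-575 nm; read-out basis: percent activation from peak-to-basal fluorescence ratio, scaled between DMSO and carbachol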
zfTRPN1 agonist = activates the zebrafish TRPN1 channel | HEK293 zebrafish TRPN1-YFP, Fluo-8 calcium fluorescence; 100% = response to 87 µM carbachol | activation, % at 3 µM | 0.18% of 220,000 active | AID 1424;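 active = activation above its plate's cutoff, the mean activation of test wells on that plate plus 3 SD, cut at about 19% in these data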;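 note: 0% = DMSO alone and 100% = 87 µM carbachol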
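System: zebrafish TRPN1-YFP in HEK293 cells / Dosing: 3 µM single point / Timing: dye loading 1 h at 37 °C, then 30 min room temperature / Signal: Fluo-8 calcium fluorescence, excitation 470-495 nm, emission 515-575 nm / Read-out basis: percent activation from peak over basal fluorescence ratio, control-normalized / Control set: high carbachol 87 µM, low DMSO alone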
CHOP inh = inhibitors of CHOP induction in ER stress response; CHO-K1 CHOP-promoter luciferase, tunicamycin-induced, 15-18 h; inhibition, % at 10 µM; 3.8% of 220,000 active; AID 2732;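 active = compounds that reduced the stress-induced luciferase reporter signal by more than about 70% of percent inhibition, limit read from the data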;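 note: 0% = tunicamycin plus vehicle and 100% = wells without tunicamycin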
RBBP9 inh = blocks human serine hydrolase RBBP9 | O75884 | AID 1515 | 0.2% of 220,000 active | recombinant RBBP9, FP-Rh probe fluorescence polarization | inhibition, % at 7.94 µM;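 active = inhibition above the campaign mean of all tested compounds plus 3 SD, cut at about 14% in these data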;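 note: plate controls were DMSO wells with RBBP9 for no effect and wells lacking RBBP9 protein for full effect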
Target sequence (O75884 whole entry, looked up): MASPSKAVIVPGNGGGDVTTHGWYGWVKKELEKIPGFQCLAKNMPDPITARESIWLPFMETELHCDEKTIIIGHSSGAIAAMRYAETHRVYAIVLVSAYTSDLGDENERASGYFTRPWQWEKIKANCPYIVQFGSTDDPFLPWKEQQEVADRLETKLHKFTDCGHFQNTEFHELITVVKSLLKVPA
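System: RBBP9 protein / Buffer or medium: Tris/NaCl buffer pH 8.0 with 0.1% Pluronic / Probe or stimulus: Serine-hydrolase probe FP-Rh, 375 nM pre-mixing / Dosing: 7.94 µM single dose, 0.794% DMSO / Times: enzyme-compound preincubation 30 min, then probe labeling 45 min, 25 °C / Technique: fluorescence polarization (mP), excitation 525 nm, emission 598 nm / Replication: singlicate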
TNF death inh = blocks TNF-alpha induced death of Jurkat FADD-/- cells. Jurkat FADD-/- TNF necroptosis rescue, ATP luminescence, 24 h; 0 = TNF only, 100 = no-TNF cells. activation (protection from cell death), % at 10 µM. 0.068% of 220,000 active;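 active = activation, meaning protection from cell death, of at least 50% relative to plate controls; inactive = activation below 50%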;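 note: necroptosis triggered by 40 ng/mL TNF-alpha added together with compound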
BaF3 parental = reduces parental Ba/F3 cell viability, JAK2V617F counter-screen; CellTiter-Glo ATP luminescence; AID 1486; 1.1% of 220,000 active; inhibition, % at 5.6 µM;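 active = inhibition above a per-campaign cutoff, the mean inhibition of all tested compounds plus 3 SD, cut at about 27% in these data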;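 note: 0% = DMSO wells and 100% = JAK Inhibitor I control wells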
Ba/F3 V617F tox = lowers viability of Ba/F3 cells expressing EpoR and JAK2V617F; ATP luminescence; inhibition, % at 5.6 µM; 1.1% of 220,000 active;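 active = inhibition above the campaign mean plus 3 SD over all tested compounds, cut at about 24% in these data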;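 note: cytokine-independent growth of Ba/F3 cells driven by EpoR plus mutant JAK2; 0% = DMSO-treated cells and 100% = JAK inhibitor I control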
Numbers without * were called inactive; x = no result given.

No.	smiles	PPC-1+TRAIL kill	Wee1 degr inh	TRPML3 agonist	zfTRPN1 agonist	CHOP inh
1	CCCc1nc2ccc([N+](=O)[O-])cc2[nH]1	10	2	-0.3	-0.2	18
2	Cc1ccc(C)c(NC(=S)N(Cc2ccco2)C(C)c2cccs2)c1 (stereo not given)	x	5	0.8	-0.1	-2
3	COc1ccc(CCNC(=O)Cc2cc(OC)c(OC)cc2[N+](=O)[O-])cc1OC	14	6	-0.4	1.6	-5
4	NS(=O)(=O)c1ccc(CNC(=O)C23CC4CC(CC(C4)C2)C3)cc1	17	2	1.3	1.9	-5
5	CC(C)(C)[C@H]1C=C(C(=O)N2CCN(Cc3ccccc3)CC2)O[C@@H](OCc2ccc(CO)cc2)C1	-3	-1	0.1	1.8	-14
6	C/C(=N\NC(=O)c1ccc([N+](=O)[O-])c(C)c1)c1ccccc1Cl	3	0	0.6	0.6	8
7	CC(NS(=O)(=O)c1ccccc1)C(c1cccs1)N1CCOCC1 (stereo not given)	16	0	0.6	-0.2	-5
8	CS(=O)(=O)N(Cc1ccccc1F)c1ccccc1	12	-2	0.9	-0.3	11
9	COc1ccc(-n2nc(C(=O)NCC(=O)NCC3CCCO3)c3ccccc3c2=O)c(OC)c1 (stereo not given)	-8	-2	-0.1	-0.6	7
10	O=C(O)COc1cccc(NC(=O)c2ccccc2)c1	-9	-2	1.1	1.0	-9
11	O=C(O)c1c2c(nc3ccc(Cl)cc13)CCC2	7	1	0.7	1.7	19
12	Cc1nnc(SCc2cc(=O)[nH]c(=S)[nH]2)s1	8	0	1.3	2.0	5
13	O=C(COC(=O)Cc1ccc(Br)cc1)NC1CCCCCC1	-7	1	-0.3	-2.2	20
14	CCOCCn1c(CN2CCN(c3ccc(F)cc3)CC2)nc2c1c(=O)n(C)c(=O)n2C	6	1	0.5	0.2	0
15	COc1ccc(-c2nc3ccccc3c(=O)n2-c2c(C)n(C)n(-c3ccccc3)c2=O)cc1	8	-1	0.5	-0.8	-4

No.	RBBP9 inh	TNF death inh	BaF3 parental	Ba/F3 V617F tox
1	-7	19	3	-1
2	1	-2.0	3	-1
3	-2	-2.2	-2	2
4	3	0.9	8	4
5	-2	3.4	-2	-1
6	-4	1.5	8	0
7	-9	-0.3	4	3
8	-3	-0.1	4	-2
9	-4	0.0	3	2
10	-11	-0.5	6	0
11	-7	-0.2	1	-2
12	-4	-0.5	2	1
13	-3	-0.1	8	5
14	1	-2.8	1	-1
15	-9	-1.4	-5	1

Some values from the list.
entry 7 @ Wee1 degr inh: 0
entry 8 @ TNF death inh: -0.1
entry 14 @ CHOP inh: 0

Following part
No.	smiles	PPC-1+TRAIL kill	Wee1 degr inh	TRPML3 agonist	zfTRPN1 agonist	CHOP inh
16	COc1ccc(OCC(=O)NNc2nc3ccccc3s2)cc1	0	3	-0.1	-2.2	-4
17	CC1=CCC2C(=O)N(c3ccc(S(N)(=O)=O)cc3)C(=O)C2C1 (stereo not given)	-16	1	1.1	1.8	-6
18	COCCNc1nc2nonc2nc1N(C)Cc1cccc2cnccc12	x	3	-0.1	-0.1	6
19	CCOc1cc(NC(=S)NCC2CCCO2)c(OCC)cc1NC(=O)c1ccc(C)cc1 (stereo not given)	8	-1	0.8	0.5	33
20	CCOC(=O)CCP(=O)(O)C(O)c1ccccc1 (stereo not given)	4	1	0.7	-0.5	38
21	COc1ccc(-c2nc(CN3CCN(c4ncccn4)CC3)c(C)o2)cc1C	19	2	-0.3	-1.5	18
22	CCOC(=O)N1CCN(C(=O)C(=O)NNC(=O)COc2ccc(Cl)cc2)CC1	6	2	0.9	-0.9	-1
23	On1nnc2cc(C(F)(F)F)ccc21	-16	2	1.0	1.5	13
24	Cc1cc(C)c(C)c(S(=O)(=O)N2CCN(CC(=O)Nc3ccc([N+](=O)[O-])cc3)CC2)c1C	23	6	1.0	1.2	33
25	O=C(O)C1C2CCC(O2)C1C(=O)Nc1ccc(O)cc1 (stereo not given)	30	-2	0.8	1.9	-33
26	CCOC(=O)c1c(C)oc2cc(Br)c(O)c(Br)c12	0	1	-0.5	0.2	48
27	Cc1ccc(C(=O)CSc2nn3c(=O)c(C(C)(C)C)nnc3s2)cc1	14	1	-0.6	0.6	24
28	CCOC(=O)C1=C(C)N(C)C(C)=C(C(=O)OCC)C1c1ccc(C(=O)OC)cc1	22	0	-1.0	-3.2	28
29	Cc1ccc(OCCn2cc(/C=C(\C#N)C(=O)NCC3CCCO3)c3ccccc32)cc1 (stereo not given)	22	-3	3.4	1.5	50
30	O=C(Nc1cccc2nsnc12)c1cccnc1	6	1	-0.1	1.1	-4

No.	RBBP9 inh	TNF death inh	BaF3 parental	Ba/F3 V617F tox
16	-8	2.4	3	-5
17	-3	2.2	-5	-4
18	2	0.8	5	0
19	-3	-0.2	0	-2
20	3	0.8	1	-4
21	-4	2.6	3	1
22	-3	-2.8	3	-6
23	-5	0.8	1	-1
24	-5	3.6	6	0
25	-6	0.0	3	-1
26	-2	1.5	-1	-3
27	-5	-1.5	10	4
28	-4	-5.5	4	1
29	-18	6.7	5	0
30	-1	-0.9	4	-3

Among those listed so far, three contain a Cl atom.
No.	smiles	PPC-1+TRAIL kill	Wee1 degr inh	TRPML3 agonist	zfTRPN1 agonist	CHOP inh
6	C/C(=N\NC(=O)c1ccc([N+](=O)[O-])c(C)c1)c1ccccc1Cl	3	0	0.6	0.6	8
11	O=C(O)c1c2c(nc3ccc(Cl)cc13)CCC2	7	1	0.7	1.7	19
22	CCOC(=O)N1CCN(C(=O)C(=O)NNC(=O)COc2ccc(Cl)cc2)CC1	6	2	0.9	-0.9	-1

No.	RBBP9 inh	TNF death inh	BaF3 parental	Ba/F3 V617F tox
6	-4	1.5	8	0
11	-7	-0.2	1	-2
22	-3	-2.8	3	-6

Carrying on:
No.	smiles	PPC-1+TRAIL kill	Wee1 degr inh	TRPML3 agonist	zfTRPN1 agonist	CHOP inh
31	CC(C)(C)CNc1cc(N2CCCC2)ccc1[N+](=O)[O-]	7	0	0.3	0.6	43
32	OC1(c2ccc(F)cc2)CN(c2ccccc2)C2=[N+]1CCS2 (stereo not given)	9	-3	0.1	-1.2	1
33	O=C(C(=O)c1cccnc1)c1cccnc1	16	-2	0.8	1.7	17
34	N/C(=N\OC(=O)c1cc([N+](=O)[O-])ccc1Cl)c1ccccn1	21	1	0.1	0.1	1
35	CCc1nnc(NC(=O)c2ccc(S(=O)(=O)N3CCOCC3)cc2)s1	11	2	0.0	-0.7	-27
36	CC(=O)C1=C(C)NC(SCC(N)=O)=C(C#N)C1C (stereo not given)	18	0	1.1	-0.2	-2
37	Cc1ccc(C)n1-c1ccc(-n2cnnn2)cc1	8	-2	1.1	0.1	8
38	Cc1ccc(C(=O)OCc2c(C)noc2C)cc1NC(=O)c1ccco1	2	0	0.3	0.2	-15
39	CCOC(=O)C(C(=O)Nc1ccccc1C)C1CCCCC1 (stereo not given)	9	-1	-0.9	-1.0	5
40	O=C(COC(=O)c1ccc(Cl)c(S(=O)(=O)N2CCN(c3ccc(F)cc3)CC2)c1)Nc1cccc(Cl)c1	16	-3	1.0	0.5	23
41	CC1(C)CCc2cc(-c3ccnc(=S)[nH]3)ccc2O1	13	1	0.0	0.2	-1
42	O=C(CN1CCN(c2ccccn2)CC1)NCCc1ccccc1	15	1	0.5	1.4	26
43	COc1ccc(Cl)cc1NC(=O)C1CCCO1 (stereo not given)	9	-1	-0.3	0.8	12
44	CSc1nc(N(C)C)nc(N(C#N)CCOC(C)=O)n1	12	1	0.6	-0.4	20
45	O=C(Oc1ccc(/C=N/O)cc1)c1ccccc1Cl	-7	-3	-0.3	-1.7	-7

No.	RBBP9 inh	TNF death inh	BaF3 parental	Ba/F3 V617F tox
31	-3	0.0	7	-2
32	-8	1.3	1	-8
33	-5	-5.6	0	0
34	3	-4.8	-4	-2
35	-5	-0.5	3	-2
36	-6	0.5	3	0
37	-12	-1.5	3	-4
38	-5	1.5	3	-3
39	2	0.5	4	-4
40	-5	2.1	2	-4
41	-4	-10	0	0
42	-7	-5.4	5	-2
43	-12	-0.3	5	-2
44	-5	-1.8	8	-4
45	0	-1.0	3	0

(further entries)
No.	smiles	PPC-1+TRAIL kill	Wee1 degr inh	TRPML3 agonist	zfTRPN1 agonist	CHOP inh
46	COCCCNS(=O)(=O)c1ccc2[nH]c(=O)[nH]c2c1	-19	-3	0.6	-0.1	2
47	Cc1c(CNC2CCCC2)c(C(=O)O)c(C)n1Cc1ccccc1	-8	6	0.9	0.0	-5
48	O=C1C(C=NCCN2CCOCC2)=C(O)c2ccccc21	23	1	0.7	-0.5	-12
49	O=C(NCCc1ccccc1)Nc1ccc(Cl)cc1	11	-1	1.1	2.6	6
50	CCn1ncc(/C=C/C(=O)c2ccccc2)c1C	50	4	0.8	1.4	-44
51	COc1ccccc1N1CCN(C(=O)Cn2c(=O)[nH]c3ccsc3c2=O)CC1	4	4	0.6	-0.4	-5

No.	RBBP9 inh	TNF death inh	BaF3 parental	Ba/F3 V617F tox
46	-6	0.7	-4	-1
47	3	3.1	-1	-5
48	2	-2.4	-1	-1
49	-13	3.8	7	1
50	-5	-4.0	5	-4
51	1	0.3	5	0

Entries shown so far with an aryl methoxy group, in the order listed:
No.	smiles	PPC-1+TRAIL kill	Wee1 degr inh	TRPML3 agonist	zfTRPN1 agonist	CHOP inh
3	COc1ccc(CCNC(=O)Cc2cc(OC)c(OC)cc2[N+](=O)[O-])cc1OC	14	6	-0.4	1.6	-5
9	COc1ccc(-n2nc(C(=O)NCC(=O)NCC3CCCO3)c3ccccc3c2=O)c(OC)c1 (stereo not given)	-8	-2	-0.1	-0.6	7
15	COc1ccc(-c2nc3ccccc3c(=O)n2-c2c(C)n(C)n(-c3ccccc3)c2=O)cc1	8	-1	0.5	-0.8	-4
16	COc1ccc(OCC(=O)NNc2nc3ccccc3s2)cc1	0	3	-0.1	-2.2	-4
21	COc1ccc(-c2nc(CN3CCN(c4ncccn4)CC3)c(C)o2)cc1C	19	2	-0.3	-1.5	18
43	COc1ccc(Cl)cc1NC(=O)C1CCCO1 (stereo not given)	9	-1	-0.3	0.8	12
51	COc1ccccc1N1CCN(C(=O)Cn2c(=O)[nH]c3ccsc3c2=O)CC1	4	4	0.6	-0.4	-5

No.	RBBP9 inh	TNF death inh	BaF3 parental	Ba/F3 V617F tox
3	-2	-2.2	-2	2
9	-4	0.0	3	2
15	-9	-1.4	-5	1
16	-8	2.4	3	-5
21	-4	2.6	3	1
43	-12	-0.3	5	-2
51	1	0.3	5	0

High-throughput results (PubChem)
